Source: PubChem BioAssay
BH1578 lux ind: inducers of Vibrio cholerae quorum light production without autoinducers; V. cholerae BH1578 lux reporter, luminescence, 6 h; activation, % at 18.7 µM; 350,000 compounds, 0.16% hits; AID 588436; in the data active means activation mostly above about 9.7%, no sharp cut-off; inconclusive means no clear call, values can overlap the other calls; inactive means mostly below about 3.7%; further: not every result past the cut was called active; inactives centre near 0; reference of the scale not given here
Rv3671c protease: inhibitors of M. tuberculosis serine protease Rv3671c | P9WHR9 | inhibition, % at 5.96 µM | 320,000 compounds, 0.048% hits | AID 2606; in the data active means inhibition above about 38%;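 further: extracellular domain of Rv3671c used as enzyme; 0% = enzyme with DMSO and 100% = no enzyme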
TcdB GH inh: inhibitors of Clostridioides difficile toxin B glycohydrolase; 350,000 compounds, 0.24% hits; inhibition, % at 9.99 µM; TcdB glycohydrolase enzymatic assay, plate reader; AID 652162; P18177; in the data active means inhibition above about 10%
PfHsp40 rescue: restores yeast growth despite PfHsp40 toxicity; S. cerevisiae expressing PfHsp40, growth rescue, ATP luminescence; growth rescue, % at 12.5 µM; 340,000 compounds, 0.68% hits; AID 504582; in the data active means growth rescue above about 28%, passing the limit was not always enough; inconclusive means no clear call, values can overlap the other calls;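 further: yeast W303a lacking pdr1 and pdr3 grown in galactose medium; growth measured after three days at 30 °C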
DUSP3 inh: DUSP3 (human) phosphatase inhibition. recombinant VHR phosphatase, pNPP absorbance. inhibition, % at 13.3 µM. 290,000 compounds, 0.52% hits. AID 1654; in the data active means inhibition above about 50%; further: some compounds called inactive have numbers as strong as hits
Target sequence (P51452 whole entry, looked up): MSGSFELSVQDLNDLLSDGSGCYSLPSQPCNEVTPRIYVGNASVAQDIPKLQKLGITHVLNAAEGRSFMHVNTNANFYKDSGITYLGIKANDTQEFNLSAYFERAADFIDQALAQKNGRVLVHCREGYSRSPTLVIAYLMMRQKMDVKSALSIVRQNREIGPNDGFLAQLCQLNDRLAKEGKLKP
Anthrax LF inh2: anthrax lethal factor protease inhibition; 360,000 compounds, 0.12% hits; inhibition, % at 10 µM; AID 588501; P15917; multiplex microsphere protease cleavage assay, LF; in the data active means inhibition above about 30%; inconclusive means no clear call, values can overlap the other calls; further: plate controls were buffer without enzyme for full effect and enzyme alone for no effect
Target sequence (P15917 whole entry, looked up): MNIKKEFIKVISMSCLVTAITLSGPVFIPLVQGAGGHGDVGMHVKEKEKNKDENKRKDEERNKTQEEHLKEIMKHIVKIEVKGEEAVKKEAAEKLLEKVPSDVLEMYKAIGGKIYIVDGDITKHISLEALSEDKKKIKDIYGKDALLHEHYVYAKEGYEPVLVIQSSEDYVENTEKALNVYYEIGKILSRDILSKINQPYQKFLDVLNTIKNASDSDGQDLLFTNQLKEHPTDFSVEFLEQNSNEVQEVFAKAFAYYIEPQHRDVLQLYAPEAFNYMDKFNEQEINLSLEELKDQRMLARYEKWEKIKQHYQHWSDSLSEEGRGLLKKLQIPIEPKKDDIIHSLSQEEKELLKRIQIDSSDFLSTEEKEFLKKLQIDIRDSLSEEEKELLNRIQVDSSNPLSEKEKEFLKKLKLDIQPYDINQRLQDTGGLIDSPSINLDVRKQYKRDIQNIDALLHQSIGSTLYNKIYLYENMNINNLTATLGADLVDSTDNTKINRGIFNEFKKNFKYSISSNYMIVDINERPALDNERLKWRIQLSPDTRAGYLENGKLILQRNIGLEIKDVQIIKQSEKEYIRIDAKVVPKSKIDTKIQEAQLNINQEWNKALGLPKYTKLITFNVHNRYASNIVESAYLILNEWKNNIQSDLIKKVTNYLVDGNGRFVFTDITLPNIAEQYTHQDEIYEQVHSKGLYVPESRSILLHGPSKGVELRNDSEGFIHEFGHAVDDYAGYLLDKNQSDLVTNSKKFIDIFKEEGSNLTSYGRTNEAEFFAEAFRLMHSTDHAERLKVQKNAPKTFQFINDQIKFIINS
Yp Topo-I inh: inhibitors of Yersinia pestis topoisomerase I; 360,000 compounds, 0.064% hits; activity, % at 10 µM; Y. pestis Topo-I cleavage product accumulation, plate reader; AID 504884; in the data active means activity above about 50%, passing the limit was not always enough; inconclusive means no clear call, values can overlap the other calls; further: inactives centre near 2
PriA SSB inh: blocks PriA binding to SSB C-terminal tail; inhibition, % at 33 µM; 430,000 compounds, 0.6% hits; AID 1272365; AlphaScreen SSBct-PriA binding, biotinylated peptide; in the data active means inhibition mostly above about 37%, no sharp cut-off; inactive means mostly below about 20%;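 further: plate controls were negative control peptide for no effect and reference peptide for full effect; strong numbers were not always called active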
3CLpro inhibitor: SARS-CoV 3CLpro protease inhibition; P0C6X7; recombinant SARS-CoV 3CLpro, quenched FRET peptide cleavage; inhibition, % at 6 µM; 290,000 compounds, 0.14% hits; AID 1706; in the data active means inhibition above about 12%
MazEF act: MazEF (E. coli) toxin RNase activation | P0AE70 | FAM/BHQ RNA-DNA oligo cleavage fluorescence, 5 h | activation, % at 20 µM | 350,000 compounds, 0.32% hits; in the data active means activation above about 50%
Target sequence (P0AE70 whole entry, looked up): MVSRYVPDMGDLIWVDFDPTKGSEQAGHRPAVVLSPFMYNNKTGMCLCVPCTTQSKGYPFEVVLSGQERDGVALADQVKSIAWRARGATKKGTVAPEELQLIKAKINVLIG
Active calls of the source: *; i = inactive; ? = inconclusive; · = not tested or not shown. Some of the compounds tested. The share of hits here may be higher or lower than overall.

The opening two compounds, ahead of the listing:
SMILES	BH1578 lux ind	Rv3671c protease	TcdB GH inh	PfHsp40 rescue	DUSP3 inh	Anthrax LF inh2	Yp Topo-I inh	PriA SSB inh	3CLpro inhibitor	MazEF act
O=[N+]([O-])c1[nH]cnc1Br	i	·	0.2	-1.6	·	-6	-2	-17	·	-10
CCC(=O)N1CCC1(C)C(=O)Nc1cccc(Oc2ccccc2)c1 (stereo not given)	-0.4	·	0.5	·	·	0	14	·	·	·

Results, repeating the preview:
SMILES	BH1578 lux ind	Rv3671c protease	TcdB GH inh	PfHsp40 rescue	DUSP3 inh	Anthrax LF inh2	Yp Topo-I inh	PriA SSB inh	3CLpro inhibitor	MazEF act
O=[N+]([O-])c1[nH]cnc1Br	i	·	0.2	-1.6	·	-6	-2	-17	·	-10
CCC(=O)N1CCC1(C)C(=O)Nc1cccc(Oc2ccccc2)c1 (stereo not given)	-0.4	·	0.5	·	·	0	14	·	·	·
Nc1ccc(CCn2ccnc2)cc1	0.5	2	1.0	-0.6	-1	5	0	14	0	2
CC1CCN(S(=O)(=O)N2CCCC(C(=O)NCc3ccc(F)cc3)C2)CC1 (stereo not given)	i	1	0.5	-0.5	-5	-1	0	7	3	4
C[C@]12C(=O)N(c3ccc(Br)cc3)C(=O)N1[C@H]1c3ccccc3OC[C@@H]1[C@H]2c1ccccc1	-0.4	-6	1.2	-0.6	·	-4	-3	-7	·	-9
CC(C)(C)c1ccc(C(=O)OCC(=O)Nc2sc3c(c2C#N)CCC3)cc1	i	-4	0.6	0.8	13	0	5	-10	-4	8
CN(C)C(=O)CSc1nc2ccc(N3C(=O)c4ccccc4C3=O)cc2s1	-0.3	-8	1.6	0.4	18	-1	11	0	4	2
CN(C)S(=O)(=O)c1ccc(C(=O)NCC(=O)N/N=C/c2cccs2)cc1	-0.6	-10	0.6	0.1	6	0	-8	·	0	5
COc1ccccc1OCc1ccc(C(=O)NCc2ccco2)o1	-2.8	4	·	-0.5	2	-1	-6	3	2	6
C[C@@]12CCC=C[C@H]1[C@H](c1ccc(/C=C/c3ccccc3)cc1F)N(Cc1ccccc1)C2=O	0.6	-5	-0.1	-0.6	4	0	-14	0	·	1
COc1ccc(CNC(=S)Nc2ccc(Br)cc2)cc1	2.2	2	0.5	2.6	-14	-3	-2	-8	1	8
CC(NC(=O)c1cncc(Br)c1)c1ccc(S(N)(=O)=O)cc1 (stereo not given)	3.4	-7	·	-0.4	3	-4	3	-21	0	-3
Cc1cc(C(=O)c2ccc3ccccc3c2)c(C)o1	-0.7	-9	0.9	·	·	-5	9	-17	·	-4
CC1(C)SC(=Nc2ccccc2)N(S(=O)(=O)c2ccccc2)C1=O	-0.3	-1	-0.7	0.1	-16	-2	6	-6	0	1
COc1cc(-c2nnc(SCc3cccnc3)n2C)cc(OC)c1O	-3.6	-4	-40	-0.2	6	-3	8	-6	1	-1
C=CCn1c(C)nnc1SCC(=O)Nc1nc(C)c(C(=O)N(C)C)s1	-7.9	7	0.0	0.2	20	-3	1	-10	-1	-6
O=C(CO/N=C/c1ccc(OC(F)F)cc1)NCc1cccs1	-0.4	6	·	0.1	-13	0	-2	·	2	-1
CN(C)S(=O)(=O)c1ccc(Cl)c(C(=O)Nc2cccc([N+](=O)[O-])c2)c1	-0.7	7	2.4	0.7	26	0	-1	1	0	7
CCC1CCCCN1C(=O)CSc1nnc(CNC(=O)c2cc(OC)c(OC)c(OC)c2)o1 (stereo not given)	-5.9	-4	·	0.0	10	-3	3	-5	-6	1
O=C(Cc1ccc(Br)cc1)OCC(=O)c1ccc[nH]1	-2.9	4	0.3	2.3	·	1	3	-3	·	4
CCOC(=O)c1ccc(NC(=O)c2nc[nH]c2C(=O)N[C@@H](C)C(=O)OC(C)(C)C)cc1	i	-3	·	?	-13	-2	38	-8	·	6
CC(=O)Nc1ccc(NC(=O)CSc2nnc(C)c(=O)n2N)cc1	-0.4	-6	1.6	-0.5	10	-3	1	2	-4	1
CC(C)NC(=S)N/N=C/C1=CCC2CC1C2(C)C (stereo not given)	-0.5	0	·	0.4	8	1	31	·	-6	-4
COc1cc(CC(=O)NCC(C)(C)N2CCOCC2)cc(OC)c1OC	i	-8	0.6	-0.5	41	3	4	-14	-1	6
CCCc1cc(=O)[nH]c(SCCOc2ccc(OCC)cc2)n1	i	-1	·	0.3	11	2	-4	-7	3	2
SMILES	BH1578 lux ind	Rv3671c protease	TcdB GH inh	PfHsp40 rescue	DUSP3 inh	Anthrax LF inh2	Yp Topo-I inh	PriA SSB inh	3CLpro inhibitor	MazEF act
COc1cccc(NC(=O)NC2CCCCCCC2)c1	-3.1	-2	0.3	-0.8	6	0	12	-4	7	8
O=C1OCCC1Sc1nc2ccccc2c(=O)n1Cc1ccccc1 (stereo not given)	-0.2	0	1.4	-0.3	-5	-3	3	-5	0	-2
CC/C(O)=C1\C(=O)CC(C)(C)CC1=NCCc1nc2ccccc2[nH]1	-1.0	-1	6.2	-1.0	30	0	6	·	0	2
O=P(Cc1ccncc1)(c1ccccc1)c1ccccc1	i	5	·	0.2	35	4	-6	-15	2	8
CCOC(=O)Nc1sc(=S)n(C)c1C	-1.6	6	·	-1.5	-5	2	0	-4	-6	-1
Cc1noc(C)c1C(=O)OCC(=O)NC1CC1	1.3	3	·	0.5	35	-2	1	-19	2	4
CCS(=O)(=O)N1CCC(c2nc(-c3ccc(C)cc3)no2)CC1	i	11	·	0.0	8	-4	16	-25	-1	-3
O=C(c1ccc2oc(CCCc3ccccc3)nc2c1)N1CCCC(CCCO)C1 (stereo not given)	i	3	-1.5	3.1	-4	-1	12	-40	0	2
CCC1=[N+](C)c2cccc3cccc(c23)N1C	-0.5	-18	0.8	0.8	8	-12	6	-2	-2	17
Cc1ccc(-c2cc(C(=O)NCCN3CCOCC3)no2)cc1	i	0	·	-0.5	-2	-2	3	-11	-1	-3
O=C(Cc1ccccc1)NCC(=O)N1CCN(c2ccccc2F)CC1	-0.3	-1	2.4	-0.2	15	-3	-4	-14	-8	13
COCCn1c(=O)[nH]c2cc(C(=O)N3CCN(c4ccc(OC)cc4)CC3)ccc2c1=O	-1.5	-10	-6.9	-0.3	28	0	11	-14	2	1
Cn1c(=O)c2c(ncn2CC(=O)OCC(=O)NNC(=O)c2ccc(Cl)cc2)n(C)c1=O	i	5	2.7	-1.5	·	-5	1	-1	·	-1
Cc1cc(C(F)F)n2ncc(C(=O)NCCc3ccccc3Cl)c2n1	·	8	·	1.3	-6	-1	21	-12	0	0
COc1ccc(OC)c(S(=O)(=O)Nc2cc3c4c(c2)CC(=O)N4CCC3)c1	1.2	2	-1.9	-0.7	·	·	-1	-5	·	-2
CCOc1cc(C2CC(=O)N3CN(C4CCCCC4)CSC3=C2C#N)ccc1O (stereo not given)	-0.3	-31	0.5	0.8	28	-12	6	4	5	-109
CC(C)(C#CCN1CCCCC1)OCCOC(c1ccccc1)c1ccccc1	-1.9	-6	·	-0.8	-2	-4	29	-33	2	-9
CN(CC(=O)Nc1ccc2c(c1)OCCO2)S(=O)(=O)c1ccc(F)cc1	-0.4	2	-1.1	-0.3	15	0	0	-6	-1	1
COc1ccc(CNC(=O)CCCNS(=O)(=O)c2cccc3nonc23)cc1	-0.6	-4	·	-0.4	7	10	-9	-8	-2	-2
CCOC(=O)Cc1csc(NS(=O)(=O)c2ccc3c4c(cccc24)C(=O)N3CC)n1	i	2	·	0.7	25	-1	-7	-5	-3	-4
Nc1nnnn1/N=C/C(Br)=C/c1ccccc1	3.2	-1	·	?	23	3	-1	·	-7	-5
O=C(N1CCN(c2ccccc2F)CC1)C1(S(=O)(=O)c2ccc(Cl)cc2)CC1	-0.2	2	-0.1	-1.8	6	1	19	-1	2	12
CC1(C)CC(NC(=O)c2c(N)no[n+]2[O-])CC(C)(C)N1	i	2	1.9	-1.3	16	2	4	-15	-2	7
O=S(=O)(Cc1noc(-c2ccc(OC(F)(F)F)cc2)n1)c1ccc(F)cc1	i	2	-0.5	·	8	3	12	-4	-1	-8
CCOC(=O)c1[nH]c(C)c(C(=O)Nc2ccc(C)cc2C)c1C	-0.2	-7	·	-0.4	2	6	-12	-2	-4	-2
SMILES	BH1578 lux ind	Rv3671c protease	TcdB GH inh	PfHsp40 rescue	DUSP3 inh	Anthrax LF inh2	Yp Topo-I inh	PriA SSB inh	3CLpro inhibitor	MazEF act
CCc1nc2ccc(C(=O)NCCN3CCNC3=O)cn2c1N(C)Cc1ccc(OC)cc1	-0.2	·	-0.3	·	·	-14	0	·	·	·
CCOC(=O)c1c(C)[nH]c(C(=O)OCC(=O)N(C)c2c(N)n(Cc3ccccc3)c(=O)[nH]c2=O)c1C	i	-2	-0.4	-0.8	·	-1	0	5	·	2
CC/C=C/C(=O)N1CC2(CC(c3cccc(NC(=O)CC)c3)=NO2)C[C@H]1C(N)=O (stereo not given in full)	-8.3	-3	0.3	0.1	-12	1	0	-13	·	5
COc1ccc(NC(=O)c2cc3sccc3n2Cc2ccc(F)cc2)cc1OC	i	10	·	0.6	32	-5	-3	-4	-1	0
CCOC(=O)C1=C(COC(=O)c2ccc(C)c(S(=O)(=O)N3CCOCC3)c2)NC(=O)NC1C (stereo not given)	0.9	·	1.1	1.2	·	-3	19	-7	·	3
CCC1=C(OC(=O)N(CC)CC)N2C(=O)OC(=NCCc3c[nH]c4ccccc34)[C@]2(Cc2ccccc2)[C@H]2C1=CC[C@H]1C(=O)N(c3ccccc3)C(=O)[C@H]12	-0.4	-5	·	-0.6	22	-8	0	2	·	-29
CCOc1ccc(C(=O)N2CCCC2)cc1OC	i	9	·	-1.4	-18	-3	4	-4	-3	-2
CC1CCc2nc(NC(=O)c3ccco3)sc2C1 (stereo not given)	0.3	0	·	-0.4	0	-2	4	14	1	-7
Cc1cc(C)cc(-n2ccnc2SCC(=O)Nc2nccs2)c1	-0.5	11	·	-1.0	18	-7	5	-5	3	4
C[C@@H]1CN([C@H](C)CO)C(=O)c2c(c3ccccc3n2C)-c2ccccc2CO[C@@H]1CN(C)S(=O)(=O)c1cccs1	i	·	0.6	·	·	-7	21	·	·	4
COC(=O)C1=C(c2ccc(C(C)=O)cc2)C[C@@H]2CC[C@H]1N2C(=O)NCCO	-6.7	3	0.8	-1.6	·	8	5	-4	·	6
O=C1Cc2ccccc2C(=O)N1OCc1ccc(Cl)cc1	-0.3	-9	1.3	2.7	-1	-10	12	5	0	12
CC(NC(=O)C12CC3(C)CC(C)(CC(C)(C3)C1)C2)C(=O)O (stereo not given)	-0.3	11	0.7	-0.8	-2	-3	3	-5	2	6
O=C(c1ccccc1)N1CCN(C(=O)c2ccc3c(c2)OCCO3)CC1	-0.4	-3	1.3	-0.3	15	-9	1	-13	-2	1
CC(C)Cn1c(N)c(C(=O)CSc2nnnn2-c2ccc(Cl)cc2)c(=O)n(C)c1=O	-0.5	·	-0.8	-1.2	·	-5	-4	4	·	-5
CCOC(=O)C1=C2SCC(=O)N2C(N)=C(C#N)C1	i	-18	·	-1.1	4	·	-6	-7	2	-6
CCc1ccccc1N1CSC2=C(C#N)C(c3cc(OC)c(OC)cc3OC)CC(=O)N2C1 (stereo not given)	-2.5	-23	·	0.0	-1	-1	4	-8	5	3
NC(=NCCc1c[nH]c2ccccc12)NS(=O)(=O)c1cc(F)ccc1F	-0.4	-5	1.4	0.1	0	-3	3	9	-1	3
Cc1ccc(OCC(=O)N(Cc2ccc(C)o2)C2CCS(=O)(=O)C2)cc1 (stereo not given)	-2.9	4	-1.3	0.0	-2	2	10	1	2	-6
CCC(C)(C)NC(=O)C(c1ccccc1Cl)N(C(=O)CCC(=O)Nc1cc(C)on1)C1CC1 (stereo not given)	-0.3	-10	0.1	-1.1	21	-20	26	49*	3	-10
COc1cccc(/C=N/n2c(N)c(S(=O)(=O)c3cccs3)c3nc4ccccc4nc32)c1OC	i	-1	·	0.1	-1	-1	6	i	6	-2
O=C(Cc1ccc(F)cc1)OCn1nnc2ccccc2c1=O	-0.3	-3	1.4	1.0	21	-3	2	-11	-5	3
